Source: PubChem
MrgX1 allo act – allosterically activates human MrgX1 receptor signaling; Q96LB2; MrgX1-HEK293, Fluo-4 calcium flux, FDSS; stronger effect = higher value; 310,000 compounds, 0.63% hits; B-score at 10 µM; AID 588675;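 active = plate-corrected calcium response at least 3 library SD above typical, normal starting fluorescence, not activating the receptor alone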;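 also: compound read alongside a low EC10 to EC30 dose of BAM8-22 agonist; peak minus trough fluorescence over baseline measured at the second addition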
Target sequence (Q96LB2 whole entry, looked up): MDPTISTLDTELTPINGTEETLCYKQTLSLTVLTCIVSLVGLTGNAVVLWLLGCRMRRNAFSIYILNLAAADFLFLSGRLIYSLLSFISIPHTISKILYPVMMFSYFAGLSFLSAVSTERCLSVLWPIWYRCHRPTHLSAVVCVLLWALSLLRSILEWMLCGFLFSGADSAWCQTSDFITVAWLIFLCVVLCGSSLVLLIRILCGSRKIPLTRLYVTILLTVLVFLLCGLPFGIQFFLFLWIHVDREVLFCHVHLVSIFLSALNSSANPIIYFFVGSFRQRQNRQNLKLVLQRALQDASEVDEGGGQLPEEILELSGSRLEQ
MrgX1 agonist – activates human MrgX1 receptor signaling. MrgX1-HEK293 cells, Fluo-4 calcium fluorescence, agonist mode; stronger effect = higher value. B-score at 10 µM. 310,000 compounds, 0.44% hits. AID 588627;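 active = calcium response B-score plate-corrected fluorescence ratio at least 3 library SD, with starting fluorescence B-score inside 5 SD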
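Assay system: stable human MrgX1 HEK293 cell line. Quantity: 15,000 cells per well. Schedule: cells plated overnight, dye loaded 0.5 h 37 °C, 0.5 h room temperature. Detection: Fluo-4 NW calcium-flux fluorescence, kinetic read. Read-out basis: peak-minus-minimum fluorescence over baseline, converted to B scores. Control set: positive and negative control wells on each plate.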
MrgX1 antagonist – human MrgX1 receptor antagonism, primary screen | Q96LB2 | MRGX1-HEK293 calcium flux, Fluo-4, BAM8-22 antagonism; stronger effect = lower value | B-score at 10 µM | 310,000 compounds, 1.3% hits | AID 588676;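 active = calcium-response B-score plate-corrected more than 3 library SD below zero, starting fluorescence within 5 deviations, no agonist response on first addition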;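 also: peak minus trough fluorescence over baseline after final BAM8-22 challenge near maximal dose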
* hit, by the source's call; i = inactive. This is a subset, so the mix of outcomes need not match the whole.

SMILES,MrgX1 allo act,MrgX1 antagonist,MrgX1 agonist
O=c1c(O)c(-c2cc(O)c(O)c(O)c2)oc2cc(O)cc(O)c12,i,i,i
CCOC(=O)c1cc(-c2ccccc2)n(CC(=O)O)c1C,i,i,i
Nc1ncnc(Nc2ccccc2C(F)(F)F)n1,i,i,i
Cc1ccc(NC(=O)CCCC(=O)O)c(Br)c1,i,i,i
Cc1nc(SCC(=O)Nc2ccccc2C(F)(F)F)c2c(=O)n(C)c(=O)n(C)c2n1,i,i,i
CCOC(=O)c1c(NC(=S)Nc2ccc(Cl)cc2)sc2c1CCN(C)C2,i,i,i
COc1c2ccoc2nc2c(OC)c(OCC(O)C(C)(C)O)ccc12 (stereo not drawn),i,i,i
CCOC(=O)[C@H]1[C@H]2COc3ccc(C)cc3[C@@H]2N2C(=O)c3ccc(C)cc3NC(=O)[C@@]12C,i,i,i
Cc1nn(C)c(C)c1N1C(=O)c2cccc3c(Br)ccc(c23)C1=O,i,i,i
CCC(C)c1cc(S(=O)(=O)N2CCOCC2)ccc1OC (stereo not drawn),i,i,i
COc1ccc(C)cc1NC(=O)C1CCCN1S(=O)(=O)c1ccc2c(c1)CCC(=O)N2 (stereo not drawn),i,i,i
O=[N+]([O-])c1ccccc1CNCCO,i,i,i
O=C(c1ccc(F)cc1)N1CCOC(c2nc(-c3ccc(F)cc3)no2)C1 (stereo not drawn),i,i,i
O=C(N[C@@H](Cc1ccccc1)C(=O)CCl)OCc1ccccc1,i,i,i
CCCC(c1nnnn1C(C)(C)CC)N1CCN(C2CCCC2)CC1 (stereo not drawn),i,i,i
CCOC(=O)[C@H]1[C@H]2COc3ccc(Cl)cc3[C@@H]2N2C(=O)c3cc(Br)ccc3NC(=O)[C@@]12C,i,i,i
Cc1c(C)c2c(c(C)c1O)CCC(C)(C(=O)O)O2 (stereo not drawn),i,i,i
Cn1c(NCCCO)nc2c(c1=O)C1(CCCCC1)Cc1ccccc1-2,i,i,i
CC1=C/C(=N\OS(=O)(=O)c2ccccc2)C(C)=CC1=O,14.7*,i,i
Cn1c(=O)oc2cc(S(=O)(=O)N3CCC(N4CCCCC4)CC3)ccc21,i,i,i
Cc1ccc(-c2cn(CCN)c(-c3ccncc3)n2)cc1,i,i,i
CC(=O)O[C@H]1CC(=O)OC(C)(C)C2CC(=O)[C@]3(C)C(CC[C@@](C)([C@@H](O[C@@H]4O[C@H](CO)[C@@H](O)[C@H](O)[C@H]4O)c4ccoc4)[C@@]34O[C@@H]4C(=O)O)[C@]21C (stereo partly drawn),i,i,i
Cc1ccc(CCN2CCN=C2Nc2ccccc2)cc1,i,i,i
CC(=O)N1CCc2cc(Br)cc(S(=O)(=O)NCCCN3CCC(C)CC3)c21,i,i,i
Cn1c(-c2ccc(F)c(F)c2)cc2onc(-c3ccccc3)c2c1=O,i,i,i
CCc1nc2ccccc2n1Cc1cc(=O)n2cc(C)ccc2n1,i,i,i
CC1(C)N([O-])c2cc([N+](=O)[O-])ccc2[N+]1=O,i,i,i
Cc1cccc(-n2c(CNC(=O)COc3ccccc3)nnc2SCC(=O)Nc2nccs2)c1,i,i,i
N=c1c(S(=O)(=O)c2ccccc2)cc2c(=O)n3ccccc3nc2n1CC1CCCO1 (stereo not drawn),i,i,i
Cc1ccc(CNC(=O)c2ccc(N3CCC4(CC3)CC(c3cccc(Br)c3)=NO4)c(NC(=O)c3c(Cl)cccc3Cl)c2)cc1,i,i,i
COc1cc(/C=N/Nc2ccc(Cl)c(C(=O)O)c2)ccc1OC(=O)c1cccs1,i,i,i
Cc1sc2nc(CN(CCc3ccccc3)C(=O)c3ccco3)[nH]c(=O)c2c1C,i,i,i
O=C(CSc1nnc(Cn2c(=O)sc3ccccc32)n1-c1ccccc1)N1CCCCCC1,i,i,i
C#CCOCCOCCOCCNc1nc(N2CCN(C(=O)CCCCCCCCCCNC(=O)Cn3cc(C[C@@H](C)O)nn3)CC2)nc(N2CCN(C(=O)CCCCCCCCCCNC(=O)[C@H](CO)n3cc(CCCSC)nn3)CC2)n1,i,i,i
O=c1[nH]c(=O)n(Cc2ccco2)c2c1C(C(F)(F)F)(C(F)(F)F)N=C(c1ccco1)N2,i,i,i
COc1ccc(-c2cc(=O)c3c(O)cc(O)cc3o2)cc1,i,i,i
CC1CCN(S(=O)(=O)c2ccc3c(c2)C(=NO)c2cc(S(=O)(=O)N4CCC(C)CC4)ccc2-3)CC1,i,i,i
CCC(C)(C)NC(=O)CN(C(=O)c1snc(C(N)=O)c1N)c1ccc(OC)c(OC)c1,i,i,i
CCN(CC)CCNC(=O)c1c(C)oc2cc(Br)c(OC)cc12,i,i,i
CC1=C(C(=O)OCc2ccccc2)C(c2cccc3ccccc23)NC(=O)N1CCCC(=O)O (stereo not drawn),i,i,i
Fc1cccc(CCN2CCN=C2Nc2ccccc2)c1,i,i,i
O=C(NCCN1CCN(c2cccc(Cl)c2)CC1)C1CCCN(S(=O)(=O)c2cnc[nH]2)C1 (stereo not drawn),i,i,i
CN1CCc2ccccc2Cc2[nH]c3ccccc3c2CC1,i,i,i
Cc1ccc(S(=O)(=O)Nc2cc(C(=O)NCCN(C)C)ccc2N2CCCCC2)cc1,i,i,i
O=C(O)c1ccc(C(=O)Nc2ccc(F)cc2)cc1,i,i,i
CCOC(=O)CSC1=Nc2ccccc2C2=NC(CC(=O)NCc3ccc4c(c3)OCO4)C(=O)N12 (stereo not drawn),i,i,i
CN(C)S(=O)(=O)c1cc(NC(=O)COC(=O)c2ccc3c(c2)OCO3)ccc1Cl,i,i,i
O=C(O)[C@@H]1CCCN1S(=O)(=O)c1cccc2cccnc12,i,i,i
CC(=O)c1ccc(N2CCN(C(=O)CCCn3c(=S)[nH]c4cc5c(cc4c3=O)OCO5)CC2)cc1,i,i,i
COc1ccc(S(=O)(=O)N(CC(=O)N2CCN(c3ccccc3OC)CC2)c2ccccc2)cc1,i,i,i
CCOC(=O)c1cc(C)sc1NC(=O)CCC(=O)O,i,i,i
CCOC(=O)Cn1c(=N)n(Cc2ccccc2F)c2ccccc21,i,i,i
Cc1ccc2nc(NC(=O)c3ccc(-c4nc5ccccc5s4)s3)sc2c1,i,i,i
CC(C)(C)OC(=O)N1CCC[C@@H]1CO,i,i,i
NC(=O)[C@@H]1CCNc2c(I)cc([N+](=O)[O-])cc2C(=O)N[C@@H](CCC(=O)O)C(=O)N[C@@H](CO)C(=O)N1,i,-6.49*,i
O=C(O)C1=CC[C@@H](c2ccc(Cl)cc2)N(S(=O)(=O)c2ccc(Cl)cc2)[C@H]1c1cccc(Cl)c1,i,i,i
Cc1ccc(C)c(-n2c3nc(=O)[nH]c(=O)c-3cc3cc([N+](=O)[O-])ccc32)c1,i,i,33.7*
C[C@@H](O)[C@@H]1NC(=O)c2cc([N+](=O)[O-])cc(I)c2NCC[C@@H](C(N)=O)NC(=O)CNC1=O,i,i,i
O=C(Nc1ccc(F)cc1)N1CCC(c2nc3c(nnn3Cc3cccc(Cl)c3)c(=O)[nH]2)CC1,i,i,i
CCOC(=O)c1ccc(-c2ccc(/C=C(\C#N)C(=O)NCc3cccs3)o2)cc1,i,i,i

MrgX1 agonist: entries above that show a hit
SMILES	MrgX1 antagonist	MrgX1 agonist
Cc1ccc(C)c(-n2c3nc(=O)[nH]c(=O)c-3cc3cc([N+](=O)[O-])ccc32)c1	i	33.7*

Carrying on:
SMILES,MrgX1 allo act,MrgX1 antagonist,MrgX1 agonist
COc1cc(/C=C(\C#N)c2ccccn2)ccc1OCC(=O)Nc1c(Cl)cccc1Cl,i,i,i
Cc1ccc(S(=O)(=O)N2CCN=C2c2ccccc2)cc1C,i,i,i
NCCCC[C@@H](C(=O)N1CCNCC1)n1cc(CN)nn1,i,-7.1*,i
O=C(NC1CCCc2ccccc21)C1CCC(CNc2c(N3CCOCC3)c(=O)c2=O)CC1 (stereo not drawn),i,i,i
COC(=O)c1c(NC(=O)c2ccc(S(=O)(=O)N3CCOCC3)cc2)sc2c1CCN(C)C2,i,i,i
Cc1oc(-c2cccc(Cl)c2)nc1CN1CCC(C(=O)N2CCN(c3ccccn3)CC2)CC1,i,i,i
CCOC(=O)N1CCC(NC(=O)C2CCN(S(=O)(=O)N3CCC(C)CC3)CC2)CC1,i,i,i
COc1ccccc1-c1nnc2sc(C3CCCCC3)nn12,i,i,i
O=C1C/C(=C/NCc2ccccc2)C(=O)N1,i,i,i
CC(C)CCCN1C(N(C)C)=NC[C@@H]1C,i,i,i
CCOCCCNC(=O)C1CCC(CNS(=O)(=O)c2cccc3nsnc23)CC1 (stereo not drawn),i,i,i
CCOc1ccc(/C=C/C(=O)c2cc(Br)ccc(=O)c2O)cc1,i,i,i
COc1ccc([C@@H]2CC=C(C(=O)O)[C@H](c3ccc(Cl)cc3)N2S(=O)(=O)c2ccc(Cl)cc2)cc1,i,i,i
CC(C)(CO)Cc1cc(C(C)(C)C)c(O)c(C(C)(C)C)c1,i,i,i
CCc1ccc([C@@H]2CC=C(C(=O)O)[C@H](c3ccccc3F)N2S(=O)(=O)c2ccc(C)cc2)cc1,6.82*,i,i
C#CCOCCOCCOCCNc1nc(N2CCN(C(=O)Cn3cc(CCCCN)nn3)CC2)nc(N2CCN(C(=O)Cn3cc(CCCN=C(N)N)nn3)CC2)n1,i,i,i
C[C@H]1O[C@H](O[C@H]2[C@H](O[C@@H]3CC[C@@]4(C)C(CC[C@]5(C)C4CC=C4[C@@H]6CC(C)(C)CC[C@]6(C(=O)O[C@@H]6O[C@H](CO)[C@@H](O)[C@H](O)[C@H]6O)CC[C@]45C)C3(C)C)O[C@H](C(=O)O)[C@@H](O)[C@@H]2O)[C@@H](O)[C@@H](O)[C@@H]1O (stereo partly drawn),i,i,i
CC(=O)CCn1c(=O)n(CCC(C)=O)c(=O)n(CCC(C)=O)c1=O,i,i,i
CN(c1ccc(O)cc1)c1nc(-c2ccccc2)cs1,i,i,i
CC(C)COC(=O)OCN1C(=O)CN(CCN2CC(=O)N(COC(=O)OCC(C)C)C(=O)C2)CC1=O,i,i,i
CCOC(=O)CSc1nnc(CNC(=O)c2cccs2)n1-c1cc(C)ccc1C,i,i,i
CCOC(=O)C1CCN(C(C(=O)NC2CCCCC2)c2ccc(OC)cc2)CC1 (stereo not drawn),i,i,i
COc1ccc([C@@H]2CC=C(C(=O)O)[C@H](c3cccc(Cl)c3)N2S(=O)(=O)c2ccccc2C)cc1,i,i,i
CSC1=NSC2=NC(=O)/C(=C/c3coc4ccccc4c3=O)C(=N)N12,i,i,i
COc1ccc(NC(=O)C2=C(C)Nc3ncnn3C2c2ccccc2C(F)(F)F)c(OC)c1 (stereo not drawn),i,i,i
Cc1sc2nc3c4ccccc4c(NCc4ccco4)nn3c(=O)c2c1C,i,i,i
CC(Sc1nnc(-c2ccc(C(C)(C)C)cc2)n1C)C(N)=O (stereo not drawn),i,i,i
CCN1C(=O)NC(c2ccccc2)C1=O (stereo not drawn),i,i,i
CC(=O)c1cnc2c(-c3ccc(Cl)cc3)cnn2c1C,i,i,i
COc1ccc(CN2C(=O)C(O)(CC(=O)c3c(C)n[nH]c3C)c3ccccc32)cc1OC (stereo not drawn),i,i,i
CNC(=O)c1ccc(OCc2ccccc2)c(OC)c1,i,i,i
COc1ccc(N2CCN(c3cc(=O)n(Cc4ccc(F)cc4)c(=O)[nH]3)CC2)cc1,i,i,i
Cc1cccc(NC2=NC3(CCCCC3)N=C(N)N2)c1,i,i,i
Cn1c(NC(=O)C2c3ccccc3Oc3ccccc32)cc(=O)n(C)c1=O,i,i,i
CC(=O)Nc1c(O)nc(SCC(=O)Nc2nnc(CC(C)C)s2)[nH]c1=O,i,i,i
CN(C)S(=O)(=O)c1ccc2c(c1)/C(=C/c1cc3c([nH]1)CCCC3)C(=O)N2,i,i,i
CC(=O)Nc1ccc(OCC(O)CNC(C)C)cc1 (stereo not drawn),i,i,i
COCCCNc1c2c3c(cccc3[nH]c1=O)C(=O)c1ccccc1-2,i,i,i
O=c1/c(=C/c2ccco2)sc2nc(-c3ccccc3Br)nn12,i,i,i
Cn1c(N)c(C#N)c(C#N)c1-c1ccccc1,i,i,i
Cn1nnnc1SCC(=O)N1CCc2ccccc2C1,i,i,i
O=C(O)c1ccc2nc(C(F)(F)F)[nH]c2c1,i,i,i

Just MrgX1 allo act, for 4 of the compounds above:
smiles	MrgX1 allo act
CC(=O)Nc1ccc(OCC(O)CNC(C)C)cc1 (stereo not drawn)	i
COCCCNc1c2c3c(cccc3[nH]c1=O)C(=O)c1ccccc1-2	i
O=c1/c(=C/c2ccco2)sc2nc(-c3ccccc3Br)nn12	i
Cn1c(N)c(C#N)c(C#N)c1-c1ccccc1	i
